GDH-TPI counter – GDH-TPI coupling enzyme inhibitors, primary screen, artefact control for M. tuberculosis FBA inhibitor project, biochemical, absorbance, full deck. GDH-TPI coupled enzyme counterscreen, NADH absorbance. hit rate 1.2% among 360,000. inhibition, % at 4.8 µM;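 note: 0% = DMSO wells and 100% = wells lacking the enzyme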
FBA Mtb inh – Mtb FBA enzyme inhibitors, primary screen, biochemical, fluorescence, strain H37Rv | hit rate 2.3% among 360,000 | inhibition, % at 1 µM | purified M. tuberculosis FBA, fluorescence read-out | Fructose-bisphosphate aldolase (Mycobacterium tuberculosis (strain ATCC 25618 / H37Rv)), … | AID 588726, 2011; in the data active = inhibition above about 27%;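 note: 0% = vehicle and 100% = reference inhibitor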
Target sequence (P9WQA3 whole entry, looked up): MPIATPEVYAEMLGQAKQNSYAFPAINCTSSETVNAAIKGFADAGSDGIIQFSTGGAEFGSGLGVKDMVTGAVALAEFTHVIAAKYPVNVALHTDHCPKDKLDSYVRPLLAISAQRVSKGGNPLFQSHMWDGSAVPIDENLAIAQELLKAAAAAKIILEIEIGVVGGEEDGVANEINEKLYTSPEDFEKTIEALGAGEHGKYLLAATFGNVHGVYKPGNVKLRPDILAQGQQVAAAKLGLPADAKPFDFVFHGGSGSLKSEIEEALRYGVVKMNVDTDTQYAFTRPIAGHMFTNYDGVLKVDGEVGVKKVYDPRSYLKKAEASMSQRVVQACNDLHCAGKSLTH
Mtb UGM inh – M. tuberculosis UGM enzyme inhibitors, primary screen, biochemical, fluorescence polarization, single point. UDP-galactopyranose mutase (Mycobacterium tuberculosis (strain ATCC 25618 / H37Rv)), …. purified UGM, fluorescence polarization probe displacement. inhibition, % at 10 µM. hit rate 0.06% among 320,000. AID 504406, 2011; in the data active = inhibition above about 10%, passing the limit was not always enough; inconclusive = no clear call, values can overlap the other calls
MazF activator – activators of E. coli MazEF toxin-antitoxin RNase, primary screen, biochemical, fluorescence, uHTS; Endoribonuclease toxin MazF (Escherichia coli (strain K12)), P0AE70; hit rate 0.32% among 350,000; activation, % at 20 µM; FAM/BHQ RNA-DNA oligo cleavage fluorescence, 5 h; in the data active = activation above about 50%
Target sequence (P0AE70 whole entry, looked up): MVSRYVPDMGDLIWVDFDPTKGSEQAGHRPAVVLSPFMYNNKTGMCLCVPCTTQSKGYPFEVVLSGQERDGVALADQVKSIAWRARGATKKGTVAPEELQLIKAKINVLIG
CCHFV vOTU inh – CCHFV vOTU protease inhibitors, primary screen, biochemical, Pep-AMC substrate, fluorescence; Crimean-Congo hemorrhagic fever virus L polyprotein viral ovarian tumor (vOTU) protease …; inhibition, % at 11.5 µM; hit rate 0.55% among 370,000; note: 0% = vehicle wells with enzyme and 100% = no enzyme wells
DUSP3 inh – VHR1 phosphatase inhibitors, primary screen, biochemical, absorbance, uHTS | hit rate 0.52% among 290,000 | inhibition, % at 13.3 µM | recombinant VHR phosphatase, pNPP absorbance | Dual specificity protein phosphatase 3 (Homo sapiens), P51452; in the data active = inhibition above about 50%; note: some compounds called inactive have numbers as strong as hits
Target sequence (P51452 whole entry, looked up): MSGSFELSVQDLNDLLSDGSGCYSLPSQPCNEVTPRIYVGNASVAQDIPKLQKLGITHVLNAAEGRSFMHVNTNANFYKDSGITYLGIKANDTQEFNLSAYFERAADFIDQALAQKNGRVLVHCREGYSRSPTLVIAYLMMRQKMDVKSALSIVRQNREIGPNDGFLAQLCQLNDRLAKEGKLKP
BoNT F protease – BoNT/F light chain protease inhibitors, primary screen, biochemical, flow cytometry, MLPCN library; Botulinum neurotoxin type F light chain protease (Clostridium botulinum); Multiplex microsphere protease cleavage assay; inhibition, % at 10 µM; hit rate 0.22% among 360,000; in the data active = inhibition above about 35%, passing the limit was not always enough; inconclusive = no clear call, values can overlap the other calls; note: plate controls were buffer without enzyme for full effect and enzyme alone for no effect
FadD28 binding – inhibitors of FadD28 bisubstrate probe binding, primary screen, biochemical, fluorescence polarization, single point. Mycobacterium tuberculosis FadD28 fatty-acid-AMP ligase. inhibition, % at 12.5 µM. hit rate 0.22% among 360,000. AID 588549, 2011; in the data active = inhibition above about 8.5%, passing the limit was not always enough; inconclusive = no clear call, values can overlap the other calls
Rv3671c protease – Rv3671c serine protease inhibitors, primary screen, biochemical, fluorescence polarization, M. tuberculosis H37Rv; hit rate 0.048% among 320,000; inhibition, % at 5.96 µM; in the data active = inhibition above about 38%;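 note: extracellular domain of Rv3671c used as enzyme; 0% = enzyme with DMSO and 100% = no enzyme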
Target sequence (P9WHR9 whole entry, looked up, the tested form may be a part): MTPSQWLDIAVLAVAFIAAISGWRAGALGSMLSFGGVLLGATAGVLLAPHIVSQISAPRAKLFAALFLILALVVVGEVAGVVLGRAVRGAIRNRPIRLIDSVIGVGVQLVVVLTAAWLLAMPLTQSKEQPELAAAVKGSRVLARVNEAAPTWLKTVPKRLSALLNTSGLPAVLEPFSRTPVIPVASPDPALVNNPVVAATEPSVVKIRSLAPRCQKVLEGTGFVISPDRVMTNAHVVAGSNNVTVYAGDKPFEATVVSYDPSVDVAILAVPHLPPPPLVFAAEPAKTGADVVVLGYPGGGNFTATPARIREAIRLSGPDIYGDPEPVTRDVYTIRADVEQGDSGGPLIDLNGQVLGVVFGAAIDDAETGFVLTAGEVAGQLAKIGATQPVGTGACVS
Mtb BioA inh – M. tuberculosis BioA enzyme inhibitors, primary screen, biochemical, plate reader, single point, HTS. 7,8-diaminopelargonic acid synthase BioA (Mycobacterium tuberculosis). purified M. tuberculosis BioA enzyme. inhibition, % at 9.99 µM. hit rate 0.096% among 360,000; in the data active = inhibition above about 40%; inconclusive = no clear call, values can overlap the other calls
* marks the source's active call; other numbers are inactive results; ? = inconclusive; · = no result given; + = active, no number. Cut-off read from the data, not from the text of the source, unless noted: active = inhibition above about 30%; inactive = the rest.

Molecule	GDH-TPI counter	FBA Mtb inh	Mtb UGM inh	MazF activator	CCHFV vOTU inh	DUSP3 inh	BoNT F protease	FadD28 binding	Rv3671c protease	Mtb BioA inh
COC(=O)[C@@]12CCCCN1[C@H](c1ccc(-c3ccc4c(c3)OCO4)cc1)[C@H]1C(=O)N(C)C(=O)[C@H]12	0.9	-2.8	4.1	-1.3	0.4	·	-3.5	0.2	-11.0	-0.7
CCOc1ccc2c(C)c(Cl)c(=O)oc2c1	12.2	+	4.0	0.7	-140.4	0.0	-6.9	-3.5	4.8	-0.2
COc1ccc(N2CC(C(=O)Nc3nnc(SCC(=O)Nc4ccc(NC(C)=O)cc4)s3)CC2=O)cc1 (stereo not drawn)	12.8	2.1	·	-0.3	5.0	·	4.1	-0.4	·	-1.2
Cc1ccc(-c2c(C(=O)N/N=C/c3cccnc3)nnn2-c2nonc2N)cc1	0.4	-3.0	-1.4	5.2	1.0	25.2	-0.7	-6.4	2.6	-1.9
O=C(NCc1ccccn1)c1ccc(Cn2cc(C(F)(F)F)ccc2=O)cc1	6.8	0.0	2.1	4.6	-2.4	5.8	3.9	-1.6	0.7	0.9
CCOC(=O)CCNC(=O)N1CCCC(N2CCN(c3ccc(OC)cc3)CC2)C1 (stereo not drawn)	18.4	1.0	-4.0	3.2	-17.1	17.9	31.7	-1.7	6.8	-2.4
COc1ccc(-n2nc3ccc(N)cc3n2)cc1Cl	24.3	63.7*	-2.4	12.3	-62.4	8.1	·	-1.0	-8.8	-0.4
CCn1nc(C)cc1C(=O)N(C)C1CCCN(Cc2ccccc2F)C1 (stereo not drawn)	-1.7	-2.2	1.7	-2.5	12.1	1.1	-4.1	-2.7	-5.5	-0.6
CCN(CC)CCNC(=O)Cn1cnc2sc(C)c(S(=O)(=O)N3CCC(C)CC3)c2c1=O	14.2	-0.4	1.1	-2.8	11.9	8.0	-1.5	-3.2	2.5	0.0
CC(=O)Nc1cccc(S(=O)(=O)N2CCCCCC2)c1	-3.0	1.7	0.1	6.7	-2.1	6.2	-5.6	-2.7	-1.6	-1.6
CC(C)(OC(=O)NC(=O)C(F)(F)F)C(C)(C)OC(=O)NC(=O)C(F)(F)F	5.9	-3.7	0.6	-0.3	7.2	7.3	-2.8	1.9	1.3	·
CN(CC#CC(O)(c1ccccc1)c1ccccc1)C(C)(C)C	4.4	0.4	2.7	-2.3	3.6	20.1	-0.9	-0.5	-7.5	-0.4
O=C(CN(c1ccccc1Cl)S(=O)(=O)c1ccccc1)NCc1ccccc1	-7.2	-3.9	·	4.1	8.5	24.9	-5.2	-4.1	·	-0.1
CCCn1c(SCC(=O)OCC)nc(C(F)(F)F)cc1=O	0.4	-0.3	-0.2	-1.9	14.0	13.0	-2.2	0.6	-12.1	·
CC(C)CN(C(=O)c1ccc([N+](=O)[O-])s1)c1c(N)n(Cc2ccccc2)c(=O)[nH]c1=O	9.8	0.1	0.4	4.1	9.9	·	-1.5	-1.8	7.3	-1.0
Cc1cc(C(=O)NNC(=O)c2ccccc2[N+](=O)[O-])c(C)o1	1.1	0.0	2.9	-1.3	1.3	·	-5.3	·	-2.2	-0.9
O=C(c1ccco1)[C@@H]1[C@@H]2C(=O)N(c3ccc(F)cc3)C(=O)[C@@H]2C2c3ccccc3C=CN21 (stereo partly drawn)	·	·	-0.4	·	85.8*	25.0	·	·	-31.4	·
COc1cc(NC(=O)CN(c2cc(C)cc(C)c2)S(=O)(=O)c2c(C)[nH]c(=O)[nH]c2=O)cc(OC)c1	-12.9	-1.5	2.0	-8.9	14.1	10.7	2.7	-10.3	-0.2	0.4
Cc1nn(-c2ccccc2)c(C)c1/C=N/NC(=O)CSc1nnc(SCc2ccc(Cl)cc2)s1	9.9	0.0	-1.6	-16.2	3.1	-11.0	-3.6	-6.8	-29.3	·
CCOc1ccc(CN2CCCC(CO)(Cc3ccc(F)cc3)C2)cc1 (stereo not drawn)	10.3	1.4	-0.9	-13.8	-7.8	25.0	14.4	-1.2	0.1	-0.5
CC(=O)Oc1ccc(-c2cc3c(OC(C)=O)cc(OC(C)=O)cc3oc2=O)cc1	8.3	91.7*	0.9	-19.9	-166.8	·	0.1	-2.1	-8.7	-2.1
CCn1c(COc2ccc(Cl)cc2)nnc1SCC(=O)Nc1ccc2c(c1)OCCO2	0.0	-2.9	2.9	-3.3	4.3	-0.4	-2.2	0.8	-0.2	0.0
COc1ccccc1/C=C/C(=O)NNC(=O)c1cc(C)oc1C	16.5	9.6	·	11.8	1.9	·	·	-2.5	7.6	-0.2
COc1c(Br)cc(Br)cc1/C=C1/C(=O)N=C(N)N1C	8.8	0.2	-1.2	3.7	2.7	19.9	-4.2	-0.4	4.5	1.0

Four records picked at random from the list so far, as already listed:
Molecule	GDH-TPI counter	FBA Mtb inh	Mtb UGM inh	MazF activator	CCHFV vOTU inh	DUSP3 inh	BoNT F protease	FadD28 binding	Rv3671c protease	Mtb BioA inh
CC(=O)Oc1ccc(-c2cc3c(OC(C)=O)cc(OC(C)=O)cc3oc2=O)cc1	8.3	91.7*	0.9	-19.9	-166.8	·	0.1	-2.1	-8.7	-2.1
COc1ccccc1/C=C/C(=O)NNC(=O)c1cc(C)oc1C	16.5	9.6	·	11.8	1.9	·	·	-2.5	7.6	-0.2
O=C(CN(c1ccccc1Cl)S(=O)(=O)c1ccccc1)NCc1ccccc1	-7.2	-3.9	·	4.1	8.5	24.9	-5.2	-4.1	·	-0.1
Cc1cc(C(=O)NNC(=O)c2ccccc2[N+](=O)[O-])c(C)o1	1.1	0.0	2.9	-1.3	1.3	·	-5.3	·	-2.2	-0.9

Other entries.
Molecule	GDH-TPI counter	FBA Mtb inh	Mtb UGM inh	MazF activator	CCHFV vOTU inh	DUSP3 inh	BoNT F protease	FadD28 binding	Rv3671c protease	Mtb BioA inh
COc1ccnc(Oc2ccc(F)cc2)c1C(=O)N/C=N/OCc1cccc(F)c1	-4.2	-1.6	-0.9	1.6	8.9	14.5	-2.5	0.8	-5.7	0.5
N=c1c2c(-c3ccccc3)c(-c3ccccc3)n(Cc3ccco3)c2ncn1CCN1CCOCC1	1.4	-0.2	2.4	24.4	5.9	24.4	6.1	-1.0	1.5	1.0
COc1cccc(CNC(=O)CCCn2nc(C)c3c(C)n(-c4ccccc4)nc3c2=O)c1	17.7	7.5	-0.4	5.4	21.7	9.1	-2.9	0.0	-1.2	-0.2
Cc1cccc(NC(=S)NC(=O)CCc2ccccc2)c1	-4.6	-3.7	-3.1	1.3	4.5	-11.3	-8.3	-19.8	-16.8	-1.0
CCCCN(C)CCNC(=O)CN1C(=O)CSc2ccc(S(=O)(=O)N3CCCCC3)cc21	-0.5	1.0	-0.6	9.5	-2.6	12.5	-4.6	-1.6	-7.2	-1.1
CCCS(=O)(=O)Nc1c(C(=O)OC)[nH]c2ccccc12	5.2	3.0	0.1	-10.1	-18.0	15.3	1.9	-4.2	-0.3	·
CCC(C)Nc1cc(C)c(C#N)c2nc3ccccc3n12 (stereo not drawn)	14.7	+	-0.3	-9.1	-119.6	·	-23.9	-0.8	2.9	1.1
O=C(Nc1cccc(C(=O)N2CCOCC2)c1)c1ncn[nH]1	5.3	-1.9	-0.1	4.7	-4.4	-15.6	6.3	-1.4	-11.7	-0.6
CCNC(=O)Cc1ccc(Br)cc1	7.5	0.5	2.6	0.2	6.8	-4.6	-2.3	-3.3	-0.1	0.1
CCCOc1ccc(N2C(=O)CC(N(CCOC34CC5CC(CC(C5)C3)C4)C(C)=O)C2=O)cc1 (stereo not drawn)	3.8	1.7	1.9	2.3	7.2	12.3	-5.0	-0.8	1.0	0.4
CC1CCN(CCCNC(=O)c2n[nH]c(=O)c3ccccc23)CC1	7.0	0.5	-0.8	1.6	6.2	27.0	10.6	-1.9	-1.8	-0.7
COc1ccccc1Nc1nc(-c2sc(NC(=O)C(C)(C)C)nc2C)cs1	13.8	-1.1	0.9	3.0	-2.5	44.3	-16.8	-1.2	1.9	-1.0
O=C(CCc1ccccc1)Nc1nc2ccc(S(=O)(=O)N3CCOCC3)cc2s1	-1.9	-1.8	2.1	-1.7	9.0	-9.5	-1.9	0.5	-14.4	-2.4
CCn1nnnc1SCC(=O)N1CCOCC1	1.9	89.3*	0.7	6.0	8.2	14.5	-18.9	-1.8	-8.3	-0.8
O=C(Nc1ccccc1)NC1(C(=O)NCc2ccco2)CCCCC1	4.8	-2.1	2.0	2.6	-6.7	2.9	-6.4	0.6	7.0	1.6
O=C1NC(=S)S/C1=C1\Sc2ccccc2N1CCCS(=O)(=O)O	4.5	-10.9	1.4	3.0	6.7	7.0	8.6	1.4	-6.1	1.4
C/C=N\NC(=O)CNC(=O)CNC(=O)c1ccccc1	0.3	8.4	0.5	-1.6	2.4	0.5	-1.8	-2.5	3.2	·
O=C(O)COc1ccc(-c2nnn(Cc3ccccc3F)n2)cc1	7.5	0.5	-1.9	5.6	-0.1	-2.1	?	-0.7	2.8	1.7
COc1ccc(CCC(=O)NNC(=O)c2cccs2)cc1	4.9	-2.6	3.1	1.9	12.9	·	-5.0	-1.9	2.3	0.4
COCc1cc(C)nc2sc(C(=O)Nc3ccccc3C)c(N)c12	1.5	-0.2	0.1	1.4	-8.0	-17.9	6.1	-1.5	5.9	2.9
Cc1nc(Nc2ccccc2F)c2oc3ccccc3c2n1	6.3	1.4	-2.8	6.5	-5.7	3.5	-0.2	-0.9	0.8	1.9
COc1ccc(OC)c(NC(=O)Cc2coc3cc(C)cc(C)c23)c1	8.5	0.8	0.6	0.7	9.5	12.5	-0.6	-0.5	4.0	-0.9
O=[N+]([O-])c1ccc(Oc2cccc(F)c2)c2ccncc12	16.0	-1.1	-0.5	-5.8	10.2	26.1	14.0	-1.1	-5.6	·
COc1cc(/C=C(\C#N)C(=O)Nc2cccc(C(=O)O)c2)ccc1OCc1ccc(C)cc1	5.4	1.6	-0.2	-1.9	-3.0	21.5	10.7	-14.9	1.0	2.5
O=C1CC(N2CCSCC2)C(=O)N1c1ccc(F)cc1 (stereo not drawn)	4.8	0.8	3.2	14.2	-13.4	5.4	-14.3	-4.2	-4.8	0.8
CC1(C(=O)NCc2cccnc2)CCC(=O)N1Cc1cccs1 (stereo not drawn)	-10.1	-0.2	-0.1	3.0	-1.1	-6.1	-0.3	-2.7	2.2	-1.2
O=C(NCC1CC1)c1onc(CSc2ccncc2)c1C(=O)NCC1CC1	11.4	2.6	-3.5	-23.7	-3.8	22.5	-5.4	-1.3	5.4	-2.2
Cc1ccc(CNC(=O)CSCc2ccccc2)cc1	-1.6	-7.4	0.1	5.7	-0.4	7.3	8.6	-2.8	1.0	1.0
COc1ccc(CC2(CO)CCN(Cc3cccc4nccnc34)CC2)cc1	-0.3	10.6	1.6	3.7	-6.2	10.3	2.0	-3.2	3.8	-0.9
N#Cc1ccc2ccn(CC(=O)N3CCCc4ccccc43)c2c1	8.1	6.2	-4.0	6.0	10.0	-14.5	10.0	-3.5	-2.0	2.1
O=C(O)C1CCCCN1S(=O)(=O)c1ccccc1 (stereo not drawn)	7.0	2.6	0.5	-3.2	0.1	26.9	-9.7	1.5	0.9	-0.8
